Screening data deposited in PubChem by several laboratories.
Mtb UGM inh: Mtb UDP-galactopyranose mutase inhibition. P9WIQ1. purified UGM, fluorescence polarization probe displacement. inhibition, % at 10 µM. 320,000 compounds, 0.06% hits. AID 504406; in the data active = inhibition above about 10%, passing the limit was not always enough
TcdB inh: TcdB glycohydrolase inhibition; P18177; inhibition, % at 9.99 µM; 350,000 compounds, 0.24% hits; TcdB glycohydrolase enzymatic assay, plate reader; in the data active = inhibition above about 10%
FadD28 FP inh: M. tuberculosis FadD28 bisubstrate binding inhibition; FadD28 bisubstrate probe binding, fluorescence polarization; inhibition, % at 12.5 µM; 360,000 compounds, 0.22% hits; AID 588549; in the data active = inhibition above about 8.5%, passing the limit was not always enough
PfHsp40 rescue: rescue of PfHsp40-mediated yeast toxicity | S. cerevisiae expressing PfHsp40, growth rescue, ATP luminescence | growth rescue, % at 12.5 µM | 340,000 compounds, 0.68% hits; in the data active = growth rescue above about 28%, passing the limit was not always enough;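 also: yeast W303a lacking pdr1 and pdr3 grown in galactose medium; growth measured after three days at 30 °C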
Mtb FBA inh: inhibits M. tuberculosis FBA enzyme. 360,000 compounds, 2.3% hits. P9WQA3. AID 588726. purified M. tuberculosis FBA, fluorescence read-out. inhibition, % at 1 µM; in the data active = inhibition above about 27%;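 also: 0% = vehicle and 100% = reference inhibitor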
GDH-TPI inh: inhibits GDH-TPI coupling enzymes, artifact for Mtb FBA screen. inhibition, % at 4.8 µM. AID 588335. GDH-TPI coupled enzyme counterscreen, NADH absorbance. 360,000 compounds, 1.2% hits; in the data active = inhibition above about 30%;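 also: 0% = DMSO wells and 100% = wells lacking the enzyme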
Mtb BioA inh: inhibitors of Mycobacterium tuberculosis BioA enzyme. purified M. tuberculosis BioA enzyme, plate reader. inhibition, % at 9.99 µM. 360,000 compounds, 0.096% hits. AID 602481; in the data active = inhibition above about 40%
Yp Topo-I inh: Y. pestis Topo-I inhibition via cleavage products | Y. pestis Topo-I cleavage product accumulation, plate reader | activity, % at 10 µM | 360,000 compounds, 0.064% hits; in the data active = activity above about 50%, passing the limit was not always enough; also: inactives centre near 2
BH1578 lux ind: quorum light induction in luxS cqsA deficient V. cholerae. AID 588436. V. cholerae BH1578 lux reporter, luminescence, 6 h. activation, % at 18.7 µM. 350,000 compounds, 0.16% hits; in the data active = activation mostly above about 9.7%, no sharp cut-off; also: not every result past the cut was called active; inactives centre near 0; reference of the scale not given here
* marks the source's active call; other numbers are inactive results; i = inactive; · = not tested or not shown; & = joins results of further samples.

smiles | Mtb UGM inh | TcdB inh | FadD28 FP inh | PfHsp40 rescue | Mtb FBA inh | GDH-TPI inh | Mtb BioA inh | Yp Topo-I inh | BH1578 lux ind
CC(C)C1Nc2ccc(C(=O)O)cc2C2C=CCC21 (stereo unspecified) | 2.4 | -1.9 | 9.3* | -0.7 | -2 | -2 | · | -17 | -0.6
CC/C(C)=N/Nc1cccc([N+](=O)[O-])c1 | 0.1 | 0.3 | -2.0 | 3.7 | 3 | 6 | 0.6 | -11 | i
O=C(O)/C(=C1\OC(=O)c2ccccc21)c1ccccc1 | 2.2 | · | -2.4 | -0.1 | -2 | 4 | -3.0 | -1 | -2.2
O=C(CSc1nnc2c(n1)[nH]c1ccc(F)cc12)NCc1ccc(F)cc1 | -2.8 | -0.5 | -1.5 | -0.1 | 2 | 8 | 1.0 | 7 | -0.3
CN(c1ccc(C(=O)N2CCCCCC2)cc1)S(=O)(=O)c1ccc(Cl)cc1 | -0.9 | 2.8 | -5.0 | 0.4 | 0 | -3 | -0.9 | 44 | i
COc1ccc(C2/C=C\CC(NS(=O)(=O)c3ccc(C)cc3)CC(=O)N2Cc2ccccc2F)cc1 (stereo unspecified) | · | · | -0.4 | -0.8 | 1 | 5 | -0.5 | 35 | -6.9
Cc1c(Cl)cccc1NC(=O)C(=O)NNS(=O)(=O)c1ccc(F)cc1 | -1.8 | · | 0.0 | 0.3 | 0 | 2 | -0.1 | 4 | -0.3
COc1cc(C2Nc3cccc4cccc(c34)N2)ccc1OC(C)=O | 1.5 | · | 1.1 | -0.1 | 1 | 11 | -0.9 | -5 | -0.2
CC(=O)C1=C(C)N(Cc2ccccc2)C(=O)N[C@H]1c1cccc(F)c1 | 0.4 | 2.9 | -4.1 | -1.5 | 0 | 7 | -1.3 | 2 | i
COc1ccc2c(Cl)c(C(=O)NC3CCS(=O)(=O)C3)sc2c1 (stereo unspecified) | 4.1 | · | -3.6 | 0.2 | 0 | -5 | -0.9 | 0 | i
CSc1nnc(-c2ccccc2Cl)n1N | 4.2 | · | -0.7 | -0.6 | 0 | 8 | -0.2 | -8 | 0.7
N#CCSc1nc(-c2ccccc2)nc2ccccc12 | -0.8 | -0.1 | -2.7 | -1.9 | -3 | 22 | -1.3 | 0 | -0.2

(more compounds)
smiles | Mtb UGM inh | TcdB inh | FadD28 FP inh | PfHsp40 rescue | Mtb FBA inh | GDH-TPI inh | Mtb BioA inh | Yp Topo-I inh | BH1578 lux ind
CC(C)(C)OC(=O)N1CCCC(C(=O)Nc2cccc(C(=O)N3CCCC3)c2)C1 (stereo unspecified) | 1.2 | 1.2 | -4.6 | -1.5 | -1 | -5 | -0.5 | 9 | i
CN(C(=O)CC1C(=O)NCCN1Cc1c(F)cccc1Cl)C1CCOCC1 (stereo unspecified) | -1.9 | 0.0 | -0.7 | -0.8 | 5 | 7 | -2.3 | -5 | -0.4
CC1(C)COCN1C(=O)c1ccc(Cl)c(Cl)c1 | -2.2 | -0.3 | -3.8 | -0.3 | 0 | 2 | · | -4 | -0.4
O=P1(O)Cc2ccccc2-c2ccccc21 | · | 0.4 | 1.5 | 3.6 | 0 | -3 | · | 4 | ·
CNC(=O)c1nn(C)c(=O)[nH]c1=O | · | -0.4 | -2.2 | -1.9 | 3 | 2 | -1.4 | 0 | -3.4
CCN1CCN(c2cc(C)c3cc(NC(=O)c4ccc(C)c(C)c4)ccc3n2)CC1 | 0.5 | 0.1 | -0.4 | 0.7 | 4 | 9 | -0.5 | -2 | -1.6
CCN(CC)c1ccc(N=Cc2c(O)n(Cc3ccco3)c(=O)[nH]c2=O)cc1 | 2.2 | -0.2 | -1.4 | -0.6 | -7 | 18 | · | 3 | -1.2
O=C1CC(C(=O)Nc2ccc(F)cc2)n2cnnc2N1 (stereo unspecified) | 0.3 | 0.3 | -1.3 | -0.7 | 1 | 1 | · | 25 | -0.2
NC(=O)c1c(NC(=O)c2ccco2)sc2c1CCC2 | 1.5 | · | -1.1 | -1.2 | 2 | 30 | -5.4 | -2 | -0.7
N/C(=N\c1nc2c(c(=O)[nH]1)CCCC2)Nc1ccc(Oc2ccccc2)cc1 | -0.9 | -0.8 | 0.7 | -0.7 | 2 | 9 | -2.2 | 9 | 1.7
Cc1ccc(-c2csc(NC(=O)CCCc3cccs3)n2)cc1 | -1.6 | · | -2.2 | 0.2 | -2 | 4 | · | 7 | -0.2
CCC1CCCCN1CCCNC(=O)CC1Oc2ccc(C)cc2NC1=O (stereo unspecified) | 0.0 | 0.6 | -0.1 | -0.6 | 3 | 3 | -0.8 | 1 | -0.4

Next section:
smiles | Mtb UGM inh | TcdB inh | FadD28 FP inh | PfHsp40 rescue | Mtb FBA inh | GDH-TPI inh | Mtb BioA inh | Yp Topo-I inh | BH1578 lux ind
O=C(Nc1nc2ccc([N+](=O)[O-])cc2s1)c1ccc(S(=O)(=O)N2CCCc3ccccc32)cc1 | 0.5 | · | -3.7 | -1.0 | -6 | -2 | · | -7 | -3.6
Cc1cc(C)nc(OC(=O)c2c(Cl)cc(Cl)cc2Cl)n1 | -0.2 | 0.7 | -3.8 | 0.2 | 2 | 5 | · | 12 | i
O=C(CCc1nc(-c2ccccc2)no1)Nc1cccc(C(=O)NC2CC2)c1 | 2.2 | 2.5 | -2.7 | -0.2 | 2 | -1 | -3.3 | -1 | i
Cc1ccc(NS(=O)(=O)c2cccc(C(=O)N/N=C/c3c(C)nn(-c4ccccc4)c3N3CCCC3)c2)c(C)c1 | -1.1 | · | -2.4 | 0.5 | 1 | 19 | · | 3 | i
Cc1cc(C(=O)N(NC(=O)C(C)C)c2ccccc2)cs1 | -0.9 | 6.1 | -3.1 | -1.3 | -3 | -11 | 1.3 | -5 | i
O=C(c1ccco1)c1cn(Cc2ccccc2)c2ccccc12 | -1.6 | · | -1.1 | 1.5 | 5 | 19 | · | 12 | i
Cc1cc(Br)ccc1NC(=O)C(C)c1ccc([N+](=O)[O-])cc1 (stereo unspecified) | 1.4 | 1.6 | -0.9 | 0.8 | 2 | 8 | · | 0 | -0.3
Cc1ccc(S(=O)(=O)N2CCCCC2CCNC(=O)C(=O)Nc2ccccc2F)cc1 (stereo unspecified) | 2.6 | 1.9 | 0.0 | 0.8 | 0 | -2 | -1.2 | 21 | i
CCOc1ccc(-n2c(SCC(=O)NC(C)CC)nc3n[nH]c(C)c3c2=N)cc1 (stereo unspecified) | -0.4 | · | -3.8 | -0.4 | 0 | -1 | -0.7 | 18 | -0.5
Cc1cc(C(=O)Nc2ccc(N3CCCCC3)cc2)no1 | -1.0 | -2.2 | -1.6 | -0.9 | -2 | 11 | -0.3 | 0 | -0.5
Cc1ccc(-c2nc(CN3CCCCC3c3cccc(F)c3)c(C)o2)o1 (stereo unspecified) | 4.4 | 0.0 | -0.9 | -0.1 | 0 | 3 | · | 5 | -0.3
CCOCCCn1c(=NC(C)=O)c(C(=O)OCC)cc2c(=O)n3ccccc3nc21 | 2.5 | 0.8 | -2.7&0.6 | -1.0&0.7 | 12 | 2&9 | 1.7 | -6&-4 | -0.3

Next part.
mol	Mtb UGM inh	TcdB inh	FadD28 FP inh	PfHsp40 rescue	Mtb FBA inh	GDH-TPI inh	Mtb BioA inh	Yp Topo-I inh	BH1578 lux ind
COC(=O)Cn1ncc2c3ccccc3n(C)c2c1=O	0.2	·	0.5	-0.6	11	9	0.0	0	i
CC(=O)NC1=CC(=C[N+](=O)[O-])C=C1O	·	0.1	-2.4	-2.4	-9	11	·	-1	-0.8
Cc1ccc(C)n1-c1ccc(-c2nnc3n2CCCCC3)s1	4.5	·	0.5	-0.2	-2	-3	2.1	5	i
CCOC(=O)C1CCCN(S(=O)(=O)c2cn(C)c(=O)n(C)c2=O)C1 (stereo unspecified)	-5.7	-0.4	-0.8	-0.6	-1	0	-0.1	-2	-0.2
Cc1cc(C)cc(NC(=O)N2CCC(NC(=O)c3ccccc3C)CC2)c1	-2.0	·	-2.8	0.0	1	-2	0.3	7	6.2
CC(C)C(=O)N1CC(=O)Nc2ccc(F)cc2C1c1ccc(F)cc1 (stereo unspecified)	-1.2	0.1	-2.0	-1.0	-2	3	0.1	1	i
CC1(C(=O)Nc2ccc3c(c2)OCO3)CCN1C(=O)CC1CC1 (stereo unspecified)	·	-0.2	-1.7	·	0	7	2.6	-4	-1.3
O=C(c1ccc(Br)cc1)C(CN1CCOCC1)c1ccccc1 (stereo unspecified)	2.7	0.2	0.3	0.6	2	9	-0.7	18	-0.5
CCCCCCCC(=O)OCC(=O)[C@@]1(O)CC[C@H]2[C@@H]3CCC4=CC(=O)CC[C@]4(C)[C@H]3[C@@H](O)C[C@@]21C	-4.4	1.2	-1.4	3.6	1	4	0.8	10	4.2
Cc1ccc2nc(NC(=O)C3CCN(S(=O)(=O)c4cnc[nH]4)CC3)sc2c1	0.7	·	-2.5	0.5	1	6	-0.9	-1	0.2
COc1ccc(-c2noc(CCC(=O)N3CCN(c4cccc(Cl)c4)CC3)n2)cc1	·	1.4	-0.4	3.9	-3	8	-0.5	30	-0.8
CN1CCN(Cc2cn(C)nc2-c2ccccc2F)CC1c1ccccc1 (stereo unspecified)	1.6	0.2	-0.2	-0.2	1	6	·	-3	-1.4
COc1cccc(C2C(C#N)=C(N)Oc3cc(C)[nH]c(=O)c32)c1OC (stereo unspecified)	1.0	·	-0.8	-0.5	0	7	0.0	-6	-2.6
C/C(=N/NC(=O)c1ccco1)c1cccc(NC(=O)c2ccc(C)o2)c1	0.7	·	-0.4	1.0	3	4	4.3	4	i
CCOC(=O)c1cccc(N2CC3CNC(=O)C2(C(=O)OC)N3C)c1 (stereo unspecified)	4.5	-0.4	-1.0	-2.0	11	3	-0.9	8	i
C=CCC1C=C(C)CC(CC=C)N1 (stereo unspecified)	0.1	1.5	-1.2	-1.4	-2	-2	2.7	-2	0.1

12 successive records already listed:
mol	Mtb UGM inh	TcdB inh	FadD28 FP inh	PfHsp40 rescue	Mtb FBA inh	GDH-TPI inh	Mtb BioA inh	Yp Topo-I inh	BH1578 lux ind
COC(=O)Cn1ncc2c3ccccc3n(C)c2c1=O	0.2	·	0.5	-0.6	11	9	0.0	0	i
CC(=O)NC1=CC(=C[N+](=O)[O-])C=C1O	·	0.1	-2.4	-2.4	-9	11	·	-1	-0.8
Cc1ccc(C)n1-c1ccc(-c2nnc3n2CCCCC3)s1	4.5	·	0.5	-0.2	-2	-3	2.1	5	i
CCOC(=O)C1CCCN(S(=O)(=O)c2cn(C)c(=O)n(C)c2=O)C1 (stereo unspecified)	-5.7	-0.4	-0.8	-0.6	-1	0	-0.1	-2	-0.2
Cc1cc(C)cc(NC(=O)N2CCC(NC(=O)c3ccccc3C)CC2)c1	-2.0	·	-2.8	0.0	1	-2	0.3	7	6.2
CC(C)C(=O)N1CC(=O)Nc2ccc(F)cc2C1c1ccc(F)cc1 (stereo unspecified)	-1.2	0.1	-2.0	-1.0	-2	3	0.1	1	i
CC1(C(=O)Nc2ccc3c(c2)OCO3)CCN1C(=O)CC1CC1 (stereo unspecified)	·	-0.2	-1.7	·	0	7	2.6	-4	-1.3
O=C(c1ccc(Br)cc1)C(CN1CCOCC1)c1ccccc1 (stereo unspecified)	2.7	0.2	0.3	0.6	2	9	-0.7	18	-0.5
CCCCCCCC(=O)OCC(=O)[C@@]1(O)CC[C@H]2[C@@H]3CCC4=CC(=O)CC[C@]4(C)[C@H]3[C@@H](O)C[C@@]21C	-4.4	1.2	-1.4	3.6	1	4	0.8	10	4.2
Cc1ccc2nc(NC(=O)C3CCN(S(=O)(=O)c4cnc[nH]4)CC3)sc2c1	0.7	·	-2.5	0.5	1	6	-0.9	-1	0.2
COc1ccc(-c2noc(CCC(=O)N3CCN(c4cccc(Cl)c4)CC3)n2)cc1	·	1.4	-0.4	3.9	-3	8	-0.5	30	-0.8
CN1CCN(Cc2cn(C)nc2-c2ccccc2F)CC1c1ccccc1 (stereo unspecified)	1.6	0.2	-0.2	-0.2	1	6	·	-3	-1.4
